Source: PubChem (several laboratories)
GPR55 beta-arrestin: GPR55 agonists via beta-arrestin recruitment, primary screen, imaging, U2OS cells, beta-arrestin-GFP redistribution (AID 1961); G-protein coupled receptor 55 (Homo sapiens); U2OS GPR55 beta-arrestin-GFP redistribution imaging; higher % means a stronger effect; activation, % at 10 µM, or EC50 in µM where a hit was titrated; 290,000 tested, 0.048% active;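 active = activation above 40% with more than 50 cells counted in the well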;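 also: U2OS osteosarcoma cells stably expressing GPR55 and beta-arrestin-GFP; plate controls were DMSO negative control for no effect and LPI positive control for full effect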
Rac1 GTP hydrolysis: MgcRacGAP GTPase-activating activity inhibitors, confirmation, biochemical, ADP Hunter fluorescence; AID 624330, 2012; inhibition, % at 30 µM, or IC50 in µM where a hit was titrated; Rac GTPase-activating protein 1 (Homo sapiens); 340,000 tested, 0.6% active; MgcRacGAP-stimulated Rac1 GTP hydrolysis, ADP Hunter fluorescence; higher % means a stronger effect; GST-tagged Rac1 F28L mutant substrate;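 active = first-screen hits whose inhibition reached a set limit at any dose in the follow-up dose series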;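 also: fluorescence reports GDP produced by GAP-driven GTP hydrolysis; strong numbers were not always called active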
GPR55 LPI antagonism: GPR55 antagonists blocking LPI-driven arrestin recruitment, primary screen, imaging, U2OS, beta-arrestin-GFP, LPI agonist (AID 2013); one-dose inhibition, % at 10 µM; IC50 in µM for titrated hits; U2OS GPR55 beta-arrestin-GFP translocation imaging, LPI antagonism; higher % means a stronger effect; G-protein coupled receptor 55 (Homo sapiens); 290,000 tested, 0.13% active;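 active = spots per cell inhibited over 60%, with over 100 cells counted and total cytoplasm intensity under 500,000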;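 also: U2OS cells stably carrying GPR55 and arrestin-GFP stimulated by 5 µM LPI near EC80; imaged beta-arrestin-GFP aggregate spots per cell after agonist stimulation; plate controls were LPI-stimulated DMSO wells for no effect and DMSO wells without LPI for full effect; some results filed as inactive read as strong as hits; confirmed hits need IC50 under 10 µM and bright autofluorescent wells are also inconclusive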
KOR beta-arrestin-1: KOR antagonists, beta-arrestin recruitment, cell-based, luminescence, uHTS (AID 1778) | 290,000 tested, 0.091% active | KOR beta-arrestin recruitment, luminescence, antagonist mode; higher % means a stronger effect | inhibition, % at 10 µM; hits with a dose series show IC50 in µM; in the data active = inhibition above about 50%; also: strong numbers were not always called active
KOR beta-arrestin-2: KOR agonists, beta-arrestin recruitment, primary screen, cell-based, luminescence, uHTS (AID 1777). Kappa-type opioid receptor (Homo sapiens). KOR beta-arrestin recruitment, luminescence; higher % means a stronger effect. one-dose activation, % at 10 µM; EC50 in µM for titrated hits. 280,000 tested, 0.02% active; in the data active = activation above about 50%, passing the limit was not always enough; also: a part of the inactive calls stands beside numbers as strong as those of hits
NOD1 NF-kB reporter: NOD1 signaling inhibitors, primary screen, cell-based, luminescence, uHTS (AID 1578) | inhibition, % at 4 µM; hits with a dose series show EC50 in µM | NOD1-driven NF-kB luciferase reporter cells, luminescence; higher % means a stronger effect | 290,000 tested, 1% active; in the data active = inhibition mostly above about 36%, no sharp cut-off; inactive = mostly below about 34%;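 also: HEK-293T reporter cells stimulated with the NOD1 agonist gamma-tri-DAP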
K1F lysis inhibition: inhibition of K1F phage lysis, E. coli UTI89, bacterial capsule biogenesis inhibitors, alamar blue (AID 488966); E. coli UTI89 K1F phage lysis, alamar blue, 2 h; higher % means a stronger effect; one-dose inhibition, % at 100 µM; IC50 in µM for titrated hits; 340,000 tested, 0.02% active;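 active = phage lysis inhibition, versus mean bacterial control, above a set limit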;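 also: capsule biogenesis inhibitors block K1F phage lysis so surviving cells raise fluorescence; higher fluorescence means more inhibition of phage lysis; actives were called in the ten point dose series up to 300 µM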
GPR35 arrestin U2OS: GPR35 antagonists blocking zaprinast-driven arrestin recruitment, primary screen, imaging, U2OS, beta-arrestin-GFP, zaprinast agonist (AID 2058); U2OS GPR35 beta-arrestin-GFP translocation imaging, zaprinast antagonism; higher % means a stronger effect; one-dose inhibition, % at 10 µM; IC50 in µM for titrated hits; 290,000 tested, 0.052% active;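 active = inhibition of at least 50% with at least 30 cells and total cytoplasm GFP at most 10,000,000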
NTR1 ag: agonists of NTR1, primary screen, imaging, U2OS cells, beta-arrestin-GFP, high content (AID 493036). 330,000 tested, 0.17% active. Neurotensin receptor type 1 (Homo sapiens), P30989. NTR1-U2OS beta-arrestin-GFP spot imaging, agonist mode. activation, % at 20 µM;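 active = activation at or above 40% of the spot to cytoplasm intensity ratio, with at least 20 cells analyzed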;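 also: 0% = DMSO without peptide and 100% = 100 nM NTR1 peptide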
Target sequence (P30989 whole entry, looked up): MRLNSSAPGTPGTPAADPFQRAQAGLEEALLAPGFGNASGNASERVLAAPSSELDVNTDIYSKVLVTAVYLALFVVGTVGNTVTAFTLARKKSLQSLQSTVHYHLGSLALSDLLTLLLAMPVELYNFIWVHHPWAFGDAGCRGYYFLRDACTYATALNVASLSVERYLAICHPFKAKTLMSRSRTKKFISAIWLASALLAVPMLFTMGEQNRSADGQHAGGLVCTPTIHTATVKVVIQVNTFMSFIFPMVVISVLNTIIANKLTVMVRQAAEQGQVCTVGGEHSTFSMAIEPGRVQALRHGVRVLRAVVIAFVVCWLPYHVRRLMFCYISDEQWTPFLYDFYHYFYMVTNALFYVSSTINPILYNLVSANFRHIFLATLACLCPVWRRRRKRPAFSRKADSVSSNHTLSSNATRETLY
NTR1 ag cell count 20 µM: second read-out of NTR1 ag, no call of its own (marks repeat the call); cell count; measured here: cell count, cytotoxicity flag
The depositor's hits bear a star; . = not tested or not shown; [ ] = remark or other dose. Only part of the results is shown, so the mix of outcomes need not match the whole.

SMILES	GPR55 beta-arrestin	Rac1 GTP hydrolysis	GPR55 LPI antagonism	KOR beta-arrestin-1	KOR beta-arrestin-2	NOD1 NF-kB reporter	K1F lysis inhibition	GPR35 arrestin U2OS	NTR1 ag	NTR1 ag cell count 20 µM
CCN(CC)C(=O)C(Sc1ccccc1)c1ccccc1 (stereo not drawn)	0.0%	4.0%	0.5%	-4.7%	-1.0%	-11.1%	-0.2%	2.8%	-0.1	92
C/C(=N\Nc1nc(C(=O)O)cs1)c1ccccc1	0.1%	.	18.3%	5.2%	-7.5%	-32.1%	.	-9.6%	-0.6	80
COc1ccc(CCNC(=O)COC(=O)C23CC4CC(CC(Br)(C4)C2)C3)cc1	-0.1%	-0.9%	9.6%	17.7%	-4.4%	-41.8%	0.2%	-2.0%	0.3	42
O=C(Nc1cccc(-c2csc(Nc3cccc(C(F)(F)F)c3)n2)c1)c1cc([N+](=O)[O-])cc(C(F)(F)F)c1	-0.1%	-0.2%	9.7%	-55.9%	6.8%	-11.5%	0.8%	7.5%	9.8	112
CCn1c(=O)c2c(nc(SCC(=O)N3CCCC(C)C3)n2C)n(C)c1=O (stereo not drawn)	0.2%	5.7%	5.9%	12.5%	-3.5%	-54.9%	0.0%	-22.0%	-0.2	45
CCN1CCN(C(=S)Nc2cc(S(=O)(=O)N(CC)CC)ccc2C)CC1	-0.3%	1.8%	-33.5%	-24.6%	-0.5%	-30.5%	5.4%	0.6%	-0.3	39
O=C(CSc1nnc2ccccn12)c1ccccc1	0.2%	9.2%	9.1%	-5.5%	-4.4%	-11.6%	-1.2%	-5.0%	-0.3	78
Cc1ccc(CNC(=O)C(=O)NCC2OCCN2S(=O)(=O)c2ccc(Cl)cc2)cc1 (stereo not drawn)	-0.1%	-2.9%	-9.9%	-19.7%	4.3%	-5.2%	1.2%[50 µM]	16.1%	-0.8	53
CCOC(=O)/C=C/C(=O)OCC(=O)NC(c1ccccc1)c1ccccc1	0.1%	8.7%	4.1%	-28.5%	8.9%	25.7%	0.1%	-6.3%	33.8	57
CCOC(=O)CSc1n[nH]c(NC(=O)c2ccc(F)cc2)n1	0.2%	5.4%	8.0%	-9.2%	4.1%	10.1%	0.2%	6.2%	3.4	51
Cn1c(C(=O)NCc2ccc3c(c2)OCO3)cc2sccc21	0.4%	14.5%	-4.2%	.	-7.5%	-0.4%	1.3%	1.9%	-0.6	67
Cc1sc2nc(CN3CCOCC3)nc(N3CCOCC3)c2c1C	-0.1%	191µM*	1.0%	-1.4%	.	-7.9%	-0.8%	3.3%	0.0	34
N#C/C(=C/c1ccc(CNC(=O)C(=O)Nc2cc(Cl)cc(Cl)c2)o1)C(=O)NCc1cccnc1	0.2%	4.5%	1.7%	5.7%	6.2%	-34.6%	0.6%	4.4%	-1.2	59
COc1ccc(NC(=O)CSc2nc3ccccc3nc2N2CCOCC2)cc1	0.0%	6.0%	0.1%	-21.3%[20 µM]	-1.5%	2.3%	0.1%	-8.1%	-0.3	87
COC(=O)Nc1ccc(S(=O)(=O)NCCCCCC(=O)O)cc1	0.1%	-1.2%	0.5%	-25.2%	3.9%	-38.6%	0.8%	-11.4%	-0.8	39
O=C(O)CSCc1c(F)cccc1Cl	-0.3%	9.9%	-7.2%	-13.4%	-1.8%	-14.5%	-0.2%	14.1%	0.0	36
CCOc1ccccc1NC(=O)CN(Cc1ccccc1)S(C)(=O)=O	-0.3%	3.3%	5.8%	25.7%	-3.7%	2.0%	10.3%	-1.8%	-0.7	54
COc1ccccc1C(=O)N1CCN(Cc2nc(CC3CC3)no2)CC1	-0.1%	3.0%	-2.2%	-15.6%	-5.4%	-16.0%	-0.1%	-9.6%	0.5	44
CCCCOC(=O)C1C2C=C[C@]3(CN(C(C)c4ccc(OC)cc4)C(=O)[C@H]13)O2 (stereo partly drawn)	0.4%	5.0%	-1.3%	19.5%	-8.2%	11.8%	-0.5%	-4.8%	-0.2	33
COc1ccc(CN2C(=O)c3cccc4cccc2c34)cc1F	-0.1%	3.9%	-0.3%	-44.0%	4.2%	12.2%	-0.6%	-11.1%	1.5	48
COc1cccc(C(=O)NC(=S)Nc2cccnc2)c1	-0.1%	6.1%	8.5%	32.3%	-5.2%	-27.6%	5.5%	-13.9%	0.2	41
Clc1ccc(CCNc2ncnc3nc[nH]c23)cc1	0.3%	16.6%	-0.7%	14.0%	0.9%	25.0%	0.3%	4.3%	1.4	93
Cc1ccc2cc(CCNC(=O)C(=O)c3c(C)[nH]c4ccccc34)c(=O)[nH]c2c1	-0.1%	3.1%	5.5%	26.9%	0.4%	-18.8%	0.1%	0.8%	0.2	70
O=C(NCc1cc(C(F)(F)F)cc(C(F)(F)F)c1)C1CC(c2cccc([N+](=O)[O-])c2)=NO1 (stereo not drawn)	-0.1%	0.1%	-18.4%	-22.6%	2.9%	-23.7%	-0.3%	11.2%	3.0	50
Cc1cc(C)c(OCC(=O)Nc2nc3ccccc3[nH]2)c(C)c1	0.2%	2.1%	11.8%	-12.8%	-2.3%	-54.3%	-0.1%	3.0%	1.9	52
O=C(COc1ccc(Br)cc1)NC1CC1	-0.1%	8.4%	16.7%	4.8%	-4.3%	-39.1%	0.1%	5.8%	-0.7	75
CCN(CC)CCC(=O)c1ccc(F)cc1	-0.1%	10.6%	-1.8%	-12.2%[20 µM]	.	8.8%	-0.5%	5.0%	3.4	48
CC(=O)c1ccc(OCCCC(=O)n2nnc3ccccc32)cc1	0.1%	2.3%	-2.2%	11.0%	-4.9%	-0.8%	0.4%	-8.6%	-1.9	61
Cc1cc(C)c(S(=O)(=O)n2ccc(-c3ccc(OCCN(C)c4ccccn4)cc3)n2)c(C)c1	-0.2%	10.1%	1.6%	-21.9%	5.0%	14.6%	1.1%	-4.2%	-1.2	67
CCOc1c2ccc(C(=O)NCc3ccc(OC(F)(F)F)cc3)cc2nn1C	0.0%	9.6%	.	21.3%	3.4%	27.6%	1.5%	9.4%	-1.4	92
Cc1ccc(NC(=O)NNC(=O)c2cc3ccccc3cc2O)c(C)c1	0.3%	10.1%	15.7%	-14.8%	2.3%	-28.6%	0.0%	-13.4%	0.5	61
CCOC(=O)CSc1nnc(CSc2nc3ccccc3c(=O)[nH]2)n1-c1ccccc1	-0.1%	-1.6%	12.8%	-54.3%	-2.4%	0.9%	0.7%	14.9%	0.7	49
O=C1CSC(c2ccccc2Cl)N1 (stereo not drawn)	-0.4%	5.8%	-2.1%	3.8%	-2.0%	-4.5%	1.1%	-8.8%	1.4	61
Cc1ccccc1NC(=O)C1C2CC/C=C\CCC21 (stereo not drawn)	-0.2%	-1.1%	2.7%	26.8%	-0.5%	-2.5%	4.0%	-13.3%	-3.4	51
CCOP(=O)(OCC)c1nc(-c2cccc3ccccc23)oc1N1CCCCC1	0.1%	1.7%	7.0%	10.7%	2.9%	-15.7%	-0.4%	3.8%	6.9	43
COc1ccc(/C=N/NC(=O)C[n+]2ccccc2)c(OC)c1	-0.7%	4.1%	0.0%	-8.0%	-2.7%	-39.4%	0.1%	-3.0%	1.0	38
COc1ccc(C(=O)N=c2sc3c(C)ccc(OC)c3n2C)cc1	1.7%	-0.2%	0.3%	-9.7%	1.8%	-35.0%	-0.4%	-6.9%	5.4	60
CC(=O)NC(CCS(C)(=O)=O)C(=O)Nc1ccc(F)cc1Cl (stereo not drawn)	-0.1%	7.5%	-8.8%	21.9%	-0.9%	16.7%	0.6%	-7.4%	0.7	52
CNc1nc(C)cc(C)c1S(=O)(=O)c1ccc(Cl)cc1	-0.1%	14.8%	-2.8%	6.3%	-1.9%	24.9%	0.1%	21.2%	1.9	34
CCn1cc(C(=O)NCCC(C)C)c(=O)c2cc(F)c(N3CCN(C(=O)c4ccco4)CC3)cc21	0.0%	8.4%	2.0%	-56.2%	5.5%	-5.8%	1.4%	-3.8%	19.8	62
C/C(=N\Nc1ccc(S(=O)(=O)Nc2ccccc2)cc1[N+](=O)[O-])c1ccncc1	-0.1%	.	-0.8%	-12.2%[20 µM]	-3.2%	34.7%	.	-5.0%	7.9	51
COc1cc(/C=N/NC(=S)NCCc2ccccc2)cc(OC)c1OC	0.5%	-0.3%	6.6%	17.6%	0.1%	-8.5%	0.6%[50 µM]	-6.7%	.	.
COc1ccc(-c2nn(-c3ccccc3C)cc2CNC(C)Cn2cncn2)cc1F (stereo not drawn)	0.2%	4.5%	-3.9%	-13.9%[20 µM]	-5.2%	-9.1%	0.0%	10.7%	0.6	75
O=[N+]([O-])c1ccc(NCCN2CCOCC2)c([N+](=O)[O-])c1	-0.1%	16.0%	10.4%	-24.1%[20 µM]	-10.1%	-3.4%	0.3%	5.1%	-0.4	62
C/C(CC(=O)N1CCN(C=O)CC1)=N\NC(=O)c1ccc(Br)cc1	0.2%	10.7%	-3.1%	20.1%[20 µM]	.	-23.2%	0.1%	17.6%	0.2	87
COC(=O)C1=C(C)N=C2SCCC(=O)N2C1c1ccc(C(=O)OC)cc1 (stereo not drawn)	-0.2%	4.7%	-2.3%	40.3%	-3.2%	-25.7%	1.4%	2.8%	2.1	51
CCOC(=O)c1cccc(NC(=O)C2CCCN(S(=O)(=O)c3c(C)nn(C)c3C)C2)c1 (stereo not drawn)	-0.1%	6.0%	0.3%	-9.5%	-0.9%	18.6%	-0.4%	-0.4%	0.6	59
O=C(NC1CCCCCCC1)NC1CCCCC1	-0.1%	7.8%	10.3%	6.5%	6.3%	-53.9%	4.8%	5.2%	0.9	57
COC(=O)[C@@H](NC(=O)Nc1ccccc1F)C(C)C	-0.2%	8.4%	0.3%	-3.4%	-8.1%	6.8%	-0.3%	3.1%	0.1	61
COc1ccc(OC)c(C2C3=C(N=c4s/c(=C\c5cccc(O)c5)c(=O)n42)c2ccccc2CC3)c1 (stereo not drawn)	-0.3%	1.6%	-1.1%	-65.3%	14.5%	-17.8%	-1.5%[50 µM]	4.5%	29.9	60
CCOC(=O)Cn1c(=O)oc2cc(S(=O)(=O)N3CCCC(C(=O)OCC)C3)ccc21 (stereo not drawn)	-0.1%	6.9%	5.4%	-22.9%	3.4%	-12.2%	-3.2%	-6.1%	1.8	52
CN(/C(=N\S(=O)(=O)c1ccccc1)C(F)(F)F)c1ccccc1	0.0%	8.9%	-0.2%	-19.3%	5.9%	12.7%	0.0%	2.3%	-0.1	56
